IkB sig inh: IkB pathway inhibition in ABC-DLBCL cells. AID 445. 110,000 compounds, 0.04% hits. ABC-DLBCL IkBa-CBG/CBR dual luciferase ratio, 4 h; response scale: scaled: untreated 0%, proteasome inhibitor 100%. Potency, µM (top dose mostly 57.1 µM), for inactives: top-dose IkBa stabilization activation; active means well fitted curve in the direction sought with a large enough effect in the signal ratio, not every such curve was filed as active; inconclusive means small, poorly fitted or top-dose-only effect, or a change in a side signal; the % refers to the signal ratio;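 further: the direction sought is a rising ratio; 0% = basal untreated cells and 100% = reference inhibitor full response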
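Luminescence ratio of IκBα-fused green versus native red beetle luciferase in OCI-Ly3 cells, 4 h post-doxycycline with compound; red signal alone, scaled from basal (0%) to zero light (-100%), flagged nonspecific or cytotoxic effects.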
Peg3 imprint: genomic imprint erasure induction; mouse ES Peg3-LacZ reporter, beta-gal luminescence, 40 h; 110,000 compounds, 0.02% hits; Potency, µM (titrated, usually from 60.7 µM), for the others: at the top dose activity change, positive = activation, most hits filed as activators;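 further: 0% = negative control wells on the plate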
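Each well holds 300 Peg3LacZ-Neo (maternal) female ES cells incubated 40 h at 37C, 5% CO2. LacZ is measured by BetaGlo luminescence, with AC50 and maximum efficacy derived from dose-response curves.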
p53ts 32C tox: cytotoxicity in p53ts cells at permissive temperature; H1299-p53A138V at 32C, ATP luminescence viability, 24 h; Potency, µM (top dose mostly 46.1 µM), inactives show at the top dose activity change, negative = cytotoxicity, most hits filed as cytotoxic; 130,000 compounds, 0.93% hits; AID 924;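 further: 0% = DMSO and -100% = full killing by reference compound; nearly all actives have a fitted effect of over 55% in size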
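H1299-p53 A138V cells (temperature-sensitive p53) exposed 24 h to up to 46 uM compound at 32C, where p53 is wild-type in conformation. Viability read as ATP luminescence and normalised to DMSO and 100 uM tamoxifen. AC50 fitted with the Hill equation.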
p53ts 39C tox: p53ts cell cytotoxicity, nonpermissive temperature; 130,000 compounds, 1.5% hits; Potency, µM (doses to about 46.1 µM), without a hit: at the highest dose activity change, negative = cell killing, usual class: cytotoxic; H1299-p53A138V viability at 39C, ATP luminescence, 24 h; AID 902; further: nearly all actives have a fitted effect of over 55% in size
An asterisk follows results filed as active; ? = inconclusive; nt = not tested or not shown; [ ] = remark or other dose. Unless noted, the call rests on the fitted dose curve; in most records, active means well fitted curve in the direction sought with a large enough effect; inconclusive means small, poorly fitted or top-dose-only effect, or another doubt; inactive means no such curve, though single readings can be large; an effect the other way counts as inactive or inconclusive. Unless noted, on the % scale 0 is the no-effect control and ±100 the full control effect; potency means the concentration at half of the fitted maximal effect.

SMILES | IkB sig inh | Peg3 imprint | p53ts 32C tox | p53ts 39C tox
CC1=C(c2ccc(C)c(C)c2)S(=O)(=O)N(Cc2ccc(C(=O)NCc3ccccc3F)cc2)C1=O | 1.3% | -15%[10.9 µM] | 13% | -7%
CCC(=O)N1CCc2cc(Br)cc(S(=O)(=O)CCC(=O)NCCc3ccc(Cl)cc3)c21 | 0.8% | 3%[10.9 µM] | 3% | -11%
O=C(c1ccccc1)c1coc2ccc(O)c(Cl)c12 | ? | -15% | 12% | 5%
COc1cc(OC)c(N(C)C(=O)c2cc3c(s2)-c2ccccc2OC3)cc1Cl | ? | -9%[10.9 µM] | 14% | -24%
Cc1ccc2nc(COc3ccccc3NC(=O)COc3ccc(F)cc3)cc(=O)n2c1 | -1.1% | -12%[10.9 µM] | -4% | -10%
CC(C)(C)n1nnnc1C(c1ccccc1F)N(Cc1ccco1)CC1CCCO1 (stereo unspecified) | ? | -14% | 8% | -4%
O=C(c1ccc2c(=O)n(CCc3ccccc3)c(=O)[nH]c2c1)N1CCN(c2ccc(F)cc2)CC1 | ? | -13%[10.9 µM] | -12% | -6%
Cc1cccc(NC(=O)Cn2c(=O)n(CCCS(=O)(=O)C3CCCCC3)c(=O)c3ccccc32)c1 | -5.1% | -12%[10.9 µM] | 2% | 10%
CC(C)c1ccc(S(=O)(=O)NCc2nc3cccnc3n2Cc2ccc(F)cc2)cc1 | ? | -17%[10.9 µM] | -5% | -17%
CC(=O)Nc1ccc(S(=O)(=O)NCc2ccc(C(=O)NCCN3CCCCCC3)cc2)cc1 | -0.6% | -10% | 14% | 2%
COc1ccc(-c2nc3cnc(Nc4ccccc4)nc3n(C[C@H]3CCCO3)c2=O)cc1 | 2.9%[11.4 µM] | -7% | -17% | 3%
CCN(CC)S(=O)(=O)c1ccc(F)c(C(=O)NCCCN2CCOCC2)c1 | 1.2% | -12% | 0% | 7%
C=CCc1cccc2cc(NC(C)=O)c(=O)oc12 | -0.4% | -5% | 5% | 4%
CCc1cccc(C)c1NC(=O)c1cc(S(=O)(=O)NCc2ccccc2Cl)ccc1F | 0.5% | -7%[10.9 µM] | ? | -7%
CC12CCC(C(=O)N3CCN(c4ncccn4)CC3)(c3nc4ccccc4nc31)C2(C)C (stereo unspecified) | 1.9% | 2% | 4% | 23%
Cc1ccc2oc(C(=O)Nc3nnc(CC(C)C)s3)cc(=O)c2c1 | -1.3% | -8%[10.9 µM] | 1% | -4%
O=S1(=O)CCN2C(=N1)SC1=C2CCN(Cc2ccccc2)C1 | 0.8% | 2% | 1% | -7%
Cc1ccccc1-c1nc(Nc2ccncc2)c2ccccc2n1 | -5.7%[11.4 µM] | -15% | 5% | -8%
Cn1c(C(=O)NCc2ccccn2)cc2c(=O)n(C)c3ccccc3c21 | 0.3% | -11% | 11% | 11%
COc1ccc(S(=O)(=O)N2CCN(Cc3ccc4c(c3)OCO4)CC2)c2ccccc12 | 0.1% | ? | -4% | -5%
CCC(C)NC(=O)CCC(=O)N1Cc2ccccc2Oc2ncccc21 (stereo unspecified) | 0.8% | 21%[10.9 µM] | -1% | -3%
CCc1ccc(OCC(=O)N(Cc2ccc(C)cc2)Cc2ccco2)cc1 | ? | -10%[10.9 µM] | 8% | -13%
COc1ccccc1Cc1nc2ccccc2nc1SCC(=O)N1CCN(c2ccccc2)CC1 | -0.4% | -7%[10.9 µM] | 3% | 3%
CCc1c(C)nc(/N=C(/NC(=O)c2ccccc2)Nc2ccccc2OC)[nH]c1=O | 14% | -3% | 0% | 6%
CCC(C)(C)n1nnnc1C(c1cc2cccc(C)c2[nH]c1=O)N1CCN(C(=O)c2ccco2)CC1 (stereo unspecified) | -0.8% | 6% | 0% | 0%
Cc1cccc(NC(=O)CN2C(=O)c3ccccc3Sc3ncccc32)c1C | -1.3% | -16%[10.9 µM] | 7% | -7%
O=C(NCc1ccccc1Cl)c1ccc(NC(=O)N2CCCCc3ccccc32)cc1 | -1.3% | 10%[10.9 µM] | 5% | -3%
CCCN(CCC)c1nn2c(=O)c(C(=O)NCc3cccc(OC)c3)cnc2s1 | -1.2% | -10%[10.9 µM] | 3% | -13%
Fc1cccc(F)c1-c1nc(-c2ccncc2)no1 | ? | -26%[10.9 µM] | -1% | -19%
O=C(O)CCc1ccc(-c2cccs2)n1NC(=O)c1ccco1 | 0.1% | 2% | 0% | 6%
COc1ccc(OC)c(C2=NOC(C(=O)Nc3cccnc3)C2)c1 (stereo unspecified) | 0.3% | -2% | 16% | -4%
CCOC(=O)c1ccccc1NC1c2ccccc2C(=O)N1C1CCN(C(=O)OCC)CC1 (stereo unspecified) | ? | -30% | 25% | 24%
COC(=O)c1c(C#N)c(N)nc2c1CCC2 | 0.1% | -1% | 3% | -5%
CCOC(=O)C1=C(O)C(=O)N(c2ccc(S(N)(=O)=O)cc2)C1c1ccc(OC)cc1OC (stereo unspecified) | 1.6% | -7% | 10% | 6%
Cc1cc(C)n(C(=O)CNC(=O)COc2ccccc2)n1 | -0.4% | -6% | 5% | 12%
CCc1ccc(-c2cc(C)no2)cc1S(=O)(=O)NCc1ccc(OC)cc1 | 2.2% | -19%[10.9 µM] | 32%[activator] | 2%
CCc1c(C)nc2cc(-c3cccs3)[nH]n2c1=O | -2.1% | -27% | -18% | -22%
COCCNc1nc(SCC(=O)N2CCN(c3ccccc3OC)CC2)nc2ccccc12 | 2.2% | -7% | 0% | -5%
Cc1cccc(Nc2cc(C)nc3nc(-c4ccccc4)nn23)c1 | 0.4% | 6%[10.9 µM] | -8% | -19%
O=C(CCS(=O)(=O)c1cccc2nonc12)Nc1cccc2c1CCCC2 | 0.5% | -9% | 1% | -4%

Complete entries, looked up by structure:
O=C(CCS(=O)(=O)c1cccc2nonc12)Nc1cccc2c1CCCC2 is listed with IkB sig inh: 0.5%; Peg3 imprint: -9%; p53ts 32C tox: 1%; p53ts 39C tox: -4%
O=C(O)CCc1ccc(-c2cccs2)n1NC(=O)c1ccco1 is listed with IkB sig inh: 0.1%; Peg3 imprint: 2%; p53ts 32C tox: 0%; p53ts 39C tox: 6%

Next part.
SMILES | IkB sig inh | Peg3 imprint | p53ts 32C tox | p53ts 39C tox
COc1ccccc1CNC(=O)CCn1c(=O)c2ccccc2n(CC(=O)Nc2ccc(C)cc2C)c1=O | 3.3% | -3%[10.9 µM] | 10% | 3%
COc1ccc(-c2nc3ccccc3o2)cc1NC(=O)C(C)Oc1ccc(Cl)cc1Cl (stereo unspecified) | ? | ? | -2% | 27%
O=C(C1CCN(S(=O)(=O)N2CCOCC2)CC1)N1CCc2ccccc21 | -0.1% | -8% | 7% | -3%
Cc1ccc(-c2noc(CN3CCN(Cc4ccccc4)CC3)n2)cc1 | 7.2% | -28% | 28% | 23%
O=C(NC1CC(=O)N(c2ccc(Cl)cc2)C1)C1CCCCC1 (stereo unspecified) | 0.7% | 4%[10.9 µM] | 3% | 17%
O=C(CC1SC2=NCCN2C1=O)Nc1ccc(Br)cc1 (stereo unspecified) | 2.8% | 2% | 3% | 5%
CCN1CCN(Cc2nc3c(c(=O)n(C)c(=O)n3C)n2CC(=O)c2ccccc2)CC1 | 1.2% | -24% | 4% | 8%
COc1ccccc1-c1nccc(NCc2ccccc2)n1 | -0.5%[11.4 µM] | -3% | -5% | -12%
CC1CCc2noc(NC(=O)c3ccccc3[N+](=O)[O-])c2C1 (stereo unspecified) | ? | -3%[10.9 µM] | 3% | -6%
COCCNC(=O)CSc1nc2ccccc2c(=O)n1CCCC(=O)NCc1ccccc1 | -0.9% | -12% | 12% | 19%
CSc1nnc(C2CCCN2)n1C (stereo unspecified) | -1.0% | 3% | -12% | -9%
Cc1occc1-c1nnc(SCC(=O)NC(=O)NC(C)C)n1N | 0.5% | 5% | 8% | 1%
COc1cc(OC)cc(C(=O)NC2CCSC2=O)c1 (stereo unspecified) | -0.1% | 10% | 3% | 3%
COc1cc(S(=O)(=O)N(Cc2ccccc2)Cc2ccccn2)ccc1-n1cnnn1 | nt | nt | 6% | 30%
N#Cc1ccc(S(=O)(=O)N2CCC(Oc3cccc(C(F)(F)F)c3)CC2)cc1 | ? | -11%[10.9 µM] | 1% | -6%
CC(/C=N/n1c(-c2ccco2)n[nH]c1=S)=C\c1ccccc1 | nt | nt | ? | -16%
CC1C(=O)C(C)C(c2ccco2)NC1c1ccco1 (stereo unspecified) | 0.6% | -10% | 6% | -9%
Cc1ccc2c(CC(=O)N(Cc3ccc(Cl)cc3)Cc3ccco3)coc2c1 | 0.6% | 2%[10.9 µM] | 8% | ?
Cc1c(C(=O)OC2CCCC2C)[nH]c2c1C(=O)CCC2 (stereo unspecified) | -0.6% | -30% | 17% | 10%
CC(C)(C)C1CCc2[nH]nc(C(=O)O)c2C1 (stereo unspecified) | 0.7% | -13% | -6% | -10%
COc1ncc2nc(CCc3ccccc3)c(=O)n(Cc3ccc(F)cc3)c2n1 | 2.5%[11.4 µM] | nt | -9% | -14%
COc1ccc(C/C(N)=N/n2cnnc2)cc1 | -2.2% | -8% | -1% | 7%
CCOc1ccc(-c2[nH]nc3c2C(c2ccc(O)cc2)C(C#N)=C(N)O3)cc1 (stereo unspecified) | 2.5% | -10% | 5% | 2%
Cc1ccccc1C(=O)NC1CCN(Cc2nnnn2CCc2ccccc2)CC1 | -1.4% | -3% | 3% | -2%
COc1ccccc1Oc1coc2cc(O)ccc2c1=O | 0.3% | 0% | 24% | -2%
O=C(COc1ccc2c(C(F)(F)F)cc(=O)oc2c1)Nc1ccc(N2CCOCC2)cc1 | nt | nt | 30% | 1%
Cc1ccc(CNC(=O)c2nc(SCc3ccccc3C)ncc2Cl)cc1 | ? | -10%[10.9 µM] | -3% | -8%
CCOC(=O)CSc1nnc2n(-c3ccccc3)c(=O)c3c4c(sc3n12)COC(C(C)C)C4 (stereo unspecified) | -1.4% | -5%[10.9 µM] | -9% | 19%
COCCn1c(SCC(=O)N2CCCc3ccccc32)nnc1-c1ccoc1C | nt | nt | -14% | 1%
CCOc1cccc2cc(C(=O)N3CCc4ccccc4C3)c(=O)oc12 | ? | 9% | 6% | 1%
Cc1ccc(S(=O)(=O)Cc2nc(-c3ccc(C(=O)NCc4ccccc4C)cc3)oc2C)cc1 | -2.4% | -8%[10.9 µM] | 0% | 0%
CN(CC(=O)Nc1ccncc1)S(=O)(=O)c1ccccc1 | -1.0% | -6% | 4% | 3%
CCCC(=O)N1c2nc(-c3ccco3)nn2C2(CCCCC2)[C@@H]2CCCC[C@@H]21 | 0.1% | -10%[10.9 µM] | 7% | -10%
Cc1ccc(-n2c(=O)[nH]c3cc(C(=O)NCc4ccccc4)ccc3c2=O)cc1 | -2.0% | -1%[10.9 µM] | -6% | 37%[activator]
CCc1nc2oc3cc(OC)ccc3c(=O)c2c(=O)n1Cc1ccco1 | 0.1% | -10% | 7% | 0%
O=S(=O)(c1cccc2nsnc12)N1CCOCC1 | 0.5% | 20% | 2% | 4%
COc1cccc(C(=O)Nc2ccccc2-c2nnc(-c3cc(OC)ccc3Br)o2)c1 | -1.9% | -16%[10.9 µM] | 3% | -2%
COC(=O)c1ccc(NC(=O)CSc2nnc(COc3ccccc3)n2C)cc1 | 0.5% | -14% | -6% | 7%
COc1cccc(NC(=O)c2oc3ccccc3c2NC(=O)C2CC2)c1 | ? | -14% | -1% | -14%
CCN(Cc1ccccc1)Cc1c(F)cccc1F | 1.9% | 0% | 0% | 0%
CCC(=O)Nc1c2c(nn1-c1ccc(C)cc1C)CSC2 | 0.5% | -4% | -8% | 9%
CCc1cccc(NC(=O)Cn2c(=O)n(CCc3ccc(OC)c(OC)c3)c(=O)c3ccccc32)c1 | 7.2% | 8%[10.9 µM] | 2% | -8%

Ordered by value in Peg3 imprint (lowest first): 3 of the compounds above.
canonical_smiles | Peg3 imprint
CCOC(=O)c1ccccc1NC1c2ccccc2C(=O)N1C1CCN(C(=O)OCC)CC1 (stereo unspecified) | -30%
CCC(=O)Nc1c2c(nn1-c1ccc(C)cc1C)CSC2 | -4%
COc1ccc(OC)c(C2=NOC(C(=O)Nc3cccnc3)C2)c1 (stereo unspecified) | -2%

The order is random. Share with any hit: about 1.7%.
